# Screening results: PubChem, Broad Institute
# ERAP1 HTS inh: human ERAP1 aminopeptidase inhibitors, primary screen, biochemical, single point, plate reader; Endoplasmic reticulum aminopeptidase 1 (Homo sapiens), Q9NZ08; recombinant ERAP1, Leu-AMC fluorescence, 60 min; inhibition, % at 10.7 µM; hit rate 0.15% among 340,000; AID 652197, 2013;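 active = mean replicate inhibition of at least 30%, or all replicates individually reaching that 30% level; inactive = mean below 30% and not every replicate reaching it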;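 note: 0% = neutral control wells and 100% = L-leucinethiol positive control wells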
# ARNT TACC3 PPI: disruptors of ARNT/TACC3 protein interaction, primary screen, biochemical, AlphaScreen, single concentration. inhibition, % at 9.99 µM. AlphaScreen His-ARNT PAS-B/GST-TACC3 binding, luminescence; TACC3 fragment carries E629A point mutation. AID 623870, 2012. hit rate 0.66% among 390,000;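 active = mean inhibition of replicates at least 50% and at least half of replicates each reaching 50%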;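 note: 0% = complete ARNT plus TACC3 wells and 100% = ARNT alone without TACC3; many hits fall short of the cut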
# esBAF inh: Bmi1 luciferase reporter increase in mESCs, primary screen, esBAF inhibitor project, mouse ES cells, Bmi1 luciferase knock-in, single point; 24 h; 100% = twice the neutral-well signal; hit rate 2% among 350,000; reporter increase, % at 12.5 µM; in the data active = activation above about 40%;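 note: 0% = median of the plate's neutral control wells and 100% = double that signal; a rise in the Bmi1 reporter signal indicates esBAF inhibition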
# INS-1E GSIS act: GLuc luminescence reporter in INS-1E cells, primary screen for activators of glucose-dependent secretion of insulin; activation, % at 16.6 µM; INS-1E GLuc reporter insulin secretion, 2-3 h; hit rate 0.61% among 370,000;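 active = lowest replicate activation of at least 40%, so every replicate reaches that level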;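 note: 0% = median of neutral control wells and 100% = median of IBMX positive control wells; some compounds called inactive have numbers as strong as hits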
# CFTR F508del cor: F508del CFTR correction, initial screen, CFBE line, single point | CFBE cells, YFP halide quenching; stimulated with forskolin plus potentiator P3; % fluorescence drop versus neutral controls | activity (quench increase), % at 7.58 µM | hit rate 0.36% among 350,000;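 active = mean added fluorescence quench of at least 8% versus neutral control, with both replicates also reaching 8%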;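 note: cells transiently co-express mutant CFTR-F508del with the halide-sensitive YFP; corrector assay measuring rescue of mutant channel to the surface after 24 h compound exposure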
# RAD54 branch: inhibitors of human RAD54 branch migration, primary screen, biochemical, fluorescence, single point. hit rate 0.14% among 360,000. RAD54 Holliday junction branch migration, FAM/BHQ fluorescence. AID 602329, 2012. inhibition, % at 10.4 µM. DNA repair and recombination protein RAD54-like (Homo sapiens), Q92698;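 active = mean normalized replicate activity at least 40 and at least half of replicates scoring 40 or more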;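 note: 0% = median of neutral control wells and 100% = median of positive control wells; inhibitors cause a drop in the FAM fluorescence signal; in these data hits start at about 50%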
# RAD52 inh: RAD52 DNA annealing inhibitors, primary screen, biochemical, FRET, single point, set 2 | DNA repair protein RAD52 homolog (Homo sapiens), P43351 | recombinant RAD52 DNA annealing, FRET fluorescence | inhibition, % at 18.7 µM | hit rate 0.46% among 360,000 | AID 651710, 2012;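 active = every replicate showing at least 50% inhibition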
# Target sequence (P43351 whole entry, looked up): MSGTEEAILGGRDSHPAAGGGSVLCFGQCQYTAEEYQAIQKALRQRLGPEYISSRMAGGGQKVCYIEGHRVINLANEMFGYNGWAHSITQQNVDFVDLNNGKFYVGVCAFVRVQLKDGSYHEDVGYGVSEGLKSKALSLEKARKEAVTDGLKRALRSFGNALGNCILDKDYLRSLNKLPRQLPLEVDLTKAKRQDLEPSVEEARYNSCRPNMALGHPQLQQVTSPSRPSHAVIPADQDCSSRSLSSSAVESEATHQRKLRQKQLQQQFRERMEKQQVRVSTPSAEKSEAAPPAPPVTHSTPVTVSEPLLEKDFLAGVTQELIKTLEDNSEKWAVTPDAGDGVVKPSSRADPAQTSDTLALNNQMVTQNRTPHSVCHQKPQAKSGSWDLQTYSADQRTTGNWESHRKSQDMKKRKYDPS
# Xi reactivation: activators of inactive X chromosome reactivation, primary screen, imaging, XiGFP fibroblasts, GFP high-content imaging, set 2. XiGFP mouse fibroblasts, % GFP-positive cells imaging, 3 d; cells co-treated with 5-aza-dC sensitizer; scaled so ellipticine positive control = 100%. activation, % at 7.58 µM. hit rate 0.055% among 360,000;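 active = mean normalized replicate activation at least 10% and every replicate at or above 10%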;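 note: 0% = median of on-plate neutral control wells and 100% = ellipticine 6 µM median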
#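 Assay system – SV40-immortalized XiGFP fibroblast cells, line 68-5-11 · Buffer or medium – DMEM supplemented with 5-aza-dC as sensitizing agent · Dosing – one concentration, pinned · Benchmarks – positive control ellipticine, 6 µM final · Times – 3 days compound exposure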
# The depositor's hits bear a star; nt = not tested or not shown.
SMILES,ERAP1 HTS inh,ARNT TACC3 PPI,esBAF inh,INS-1E GSIS act,CFTR F508del cor,RAD54 branch,RAD52 inh,Xi reactivation
CC(C)CC#Cc1ccc([C@H]2[C@H]3CN(C(=O)Nc4cc(F)ccc4F)CC(=O)N3[C@H]2CO)cc1,1,nt,nt,-11,-0.5,nt,9,0.1
CCC1(CC)NC(=O)N(CC(=O)OCC(=O)Nc2ccccc2OC(F)F)C1=O,-2,-2,-5,nt,-0.8,-4,-4,0.3
O=C1c2ccccc2C(=O)N1CCCCCCc1ccccc1,-2,-18,-5,5,4.0,-9,-4,0.0
Cc1cccc(-c2nsc(SCC(=O)NCc3ccc4c(c3)OCO4)n2)c1,nt,-8,7,20,nt,nt,nt,-0.1
O=C(Cc1sc(Nc2ccccc2)nc1-c1ccccc1)NCc1ccccn1,1,4,nt,-6,0.0,nt,-23,-0.1
COc1cc([N+](=O)[O-])ccc1NC(=S)NC(=O)CC(C)(C)C,2,0,nt,-8,-1.9,nt,-4,0.0
O=C(CSc1nc2ccccc2s1)N/N=C/c1cc([N+](=O)[O-])ccc1O,nt,3,nt,-23,-1.7,nt,3,0.0
CCOc1ccc(C(=O)CCC(=O)NCC(=O)OCc2ccccc2)cc1OCC,7,nt,-8,32,-4.8,-11,-42,0.0
COc1ccc(/C=N/NC(N)=S)cc1,2,8,6,6,-1.3,7,-5,0.2
O=C(c1ccc(Cl)c(S(=O)(=O)N2CCOCC2)c1)N1CCc2ccccc2C1,3,5,3,-7,0.2,-10,7,-0.1
CCN(C(=O)COC(=O)/C=C/c1ccc(Cl)c(Cl)c1)c1c(N)n(Cc2ccccc2)c(=O)[nH]c1=O,-1,nt,-1,-8,1.6,-28,-21,0.1
O=C(COC(=O)Cc1cccc(F)c1)NC(=O)NC1CCCCC1,-2,21,2,-7,-0.3,-7,-11,0.0
C[C@H](CO)N1C[C@H](C)[C@@H](CN(C)C)OCCCC[C@H](C)Oc2ccc(NC(=O)Nc3ccc(C(F)(F)F)cc3)cc2C1=O,0,7,-1,-2,1.7,2,44,0.0
CCN(CC)CCN(C(=O)c1ccccc1OC)c1nc2ccc(F)cc2s1,2,-7,nt,-16,1.6,nt,-11,0.0
CCOC(=O)N1CCN(S(=O)(=O)N2CCCC(C(=O)NCCc3ccc(C)cc3)C2)CC1 (stereo not given),2,0,1,17,-0.4,-11,-7,0.0
CCn1c(C)[n+](CC)c2ccc(S(=O)(=O)N(C)C)cc21,39*,1,-2,12,-2.2,-14,-20,0.0
NCCCCCC(=O)N/N=C/c1coc2ccccc2c1=O,0,7,nt,11,0.8,nt,-2,0.9
COc1ccc(-c2csc(NC(=O)c3ccccc3OC)c2C(=O)O)cc1OC,2,-4,-5,1,-0.3,-2,-2,0.1
CC[C@H](C)[C@@H](COC=O)NC(=O)[C@H]1O[C@@H](n2ccc(N)nc2=O)[C@H](O)[C@@H]1O,nt,nt,-2,6,-3.7,-6,-13,0.0
O=c1[nH]c(C2CCCN(S(=O)(=O)c3ccccc3)C2)nc2c1nnn2Cc1ccc2c(c1)OCCO2 (stereo not given),-2,1,-1,25,-1.7,2,-3,0.0
CCOC(=O)c1c(/N=C/N(C)C)sc(/C=N/Nc2ccccc2)c1-c1ccc(Cl)cc1,0,nt,nt,7,-0.7,nt,-23,0.3
COc1cc(S(=O)(=O)N2CCN(Cc3ccc4c(c3)OCO4)CC2)ccc1NC(C)=O,2,nt,-4,20,2.5,3,-11,-0.1
C=CCN(Cc1ccc(Cl)s1)C(=O)c1ccc(F)c(S(=O)(=O)N2CCOCC2)c1,-1,-2,8,-29,-4.3,4,4,0.2
CCOC(=O)C(NC(=O)CC)(Nc1ccccc1OC)C(F)(F)F (stereo not given),nt,-4,-6,4,nt,-3,nt,nt
O=C(C[C@H]1C/C=C\CC[C@H](Cc2ccc(F)cc2)C(=O)O[C@@H](c2ccccc2)CNC1=O)N[C@H](CO)Cc1ccccc1,nt,2,-5,38,0.6,1,1,-0.3
COC(=O)c1cccc(COC(=O)c2cc3ccccc3oc2=O)c1,-1,-1,-6,-32,-1.4,3,-7,0.1
Cc1ccc(-c2nnc(C)c(N3CCCC3)n2)cc1,5,2,nt,9,nt,nt,-8,0.1
Cc1ccc(-c2csc(-c3ccncc3)n2)cc1,4,-1,nt,3,-0.6,nt,-16,-0.1
O=C(CSc1nc(-c2ccco2)cc(C(F)(F)F)n1)NCCN1CCOCC1,nt,nt,1,34,nt,1,nt,0.1
Cc1cc(=O)[nH]c2nnc(-c3ccc(Cl)cc3)n12,0,-8,28,9,-3.0,4,-15,0.0

# 3 compounds out of the list above, arranged by the number in esBAF inh, falling.
mol | esBAF inh
COc1ccc(/C=N/NC(N)=S)cc1 | 6
O=C(c1ccc(Cl)c(S(=O)(=O)N2CCOCC2)c1)N1CCc2ccccc2C1 | 3
CCOC(=O)N1CCN(S(=O)(=O)N2CCCC(C(=O)NCCc3ccc(C)cc3)C2)CC1 (stereo not given) | 1

# (further entries)
SMILES,ERAP1 HTS inh,ARNT TACC3 PPI,esBAF inh,INS-1E GSIS act,CFTR F508del cor,RAD54 branch,RAD52 inh,Xi reactivation
Cc1ccc(-n2c(-c3ccc(Br)cc3)c[n+]3c2CCc2ccc4cccnc4c2-3)cc1,nt,59*,-56,-11,nt,88*,nt,nt
CC(=O)N1c2ccc(S(=O)(=O)N3CCCC3)cc2CC1C(=O)NCc1ccccc1F (stereo not given),0,-3,5,2,1.9,-5,-6,0.2
COc1ccc(OC)c(NC(=O)C(C)N2c3cccc4cccc(c34)S2(=O)=O)c1 (stereo not given),6,4,-9,nt,3.7,-1,7,0.0
Cc1cccc(NC(=S)N(CCN2CCOCC2)Cc2ccccc2F)c1,-1,4,9,-1,0.0,10,-3,0.2
Nc1nonc1-c1nc2ccccc2n1CC(=O)Nc1ccccc1,1,-11,-2,6,3.7,3,-13,0.5
CCc1nc2c(OCc3ccc(C(=O)OC)cc3)cccn2c1N(C)C(=O)c1ccc(C)cc1,-1,nt,-3,12,0.3,4,-47,0.5
O=[N+]([O-])c1ccc(/C([O-])=C(/C(=S)NCc2ccco2)[n+]2ccccc2)cc1,3,-1,nt,-6,5.6,nt,-15,0.2
O=C(Oc1ccc(/C=N/O)cc1)c1ccccc1Cl,0,nt,nt,15,-3.7,nt,-10,0.0
Cc1nnsc1-c1c(C(=O)N2CCOCC2)c(C)nn1-c1ccccc1,nt,2,1,-9,0.0,-2,3,0.1
O=C(Cc1ccccc1)Nc1ccc2oc(=O)ccc2c1,5,39,0,nt,-4.7,1,-10,0.3
NC(=S)NN=C1C=CCCC1,1,6,nt,2,1.6,nt,-6,-0.1
CCN(C1CCCCC1)S(=O)(=O)c1ccc(C(=O)O)cc1,nt,-3,-3,19,nt,-7,nt,nt
COC(=O)c1ccc(N2CCN(C)CC2)c(NC(=O)COc2ccccc2Cl)c1,0,-2,-5,-14,2.5,-5,-1,-0.1
COc1cccc(C(=O)Nc2ccc3c(c2)OC[C@@H](C)N(CC2CC2)C[C@H](C)[C@@H](OC)CN(C)C3=O)c1,0,33,4,3,2.7,-1,0,0.2
Cc1cc2oc(=O)cc(CN3CCN(c4ccc(Cl)c(Cl)c4)CC3)c2cc1Cl,nt,nt,-12,20,1.3,2,-13,0.1
COc1ccc(/C=N/NC(=S)Nc2ccccc2)cc1COc1ccccc1F,3,nt,nt,0,nt,nt,-13,0.3
C[C@H]1CN([C@@H](C)CO)C(=O)Cc2cc(NC(=O)Cc3cn(C)c4ccccc34)ccc2O[C@H]1CN(C)S(C)(=O)=O,5,-1,-1,4,-1.8,-6,-4,-0.9
CS(=O)(=O)c1ccc2nnn(OCC(=O)Nc3ccc(Br)cc3Br)c2c1,6,-1,nt,-7,-0.2,nt,-9,0.2
O=C(CSc1nnc(-c2c[nH]c3ccccc23)n1C1CC1)NC1CCS(=O)(=O)C1 (stereo not given),-1,nt,-8,-3,-0.1,-3,-3,0.1
C=CC[N@@+]12CC[C@]34c5ccccc5N5/C=C6\C7N(/C=C(\C53)[C@@H](C[C@@H]41)/C(=C/CO)C2)c1ccccc1[C@@]71CC[N@@+]2(CC=C)C/C(=C\CO)[C@@H]6C[C@@H]12 (stereo not given in full),-4,3,-2,-1,0.2,3,69*,0.1
O=C(NCCCc1ccccc1)C(=O)NCC1OCCN1S(=O)(=O)c1ccccc1 (stereo not given),-2,0,nt,-5,1.7,-14,-10,0.0
CC1(C)C2CC=C(/C=N/NC(=O)C(N)=O)C1C2 (stereo not given),nt,-7,nt,5,-1.4,-3,-21,-0.1
Cc1cccc(-c2nnc(SCC(=O)C(C)(C)C)n2C)c1,-2,-4,36,2,-4.1,-13,-7,0.2
CN(c1ccc(OCC(=O)N2CCN(c3ccc(F)cc3)CC2)cc1)S(=O)(=O)c1cccs1,0,-3,3,11,-1.1,8,-33,0.0
COc1ccc2c3c(n(C)c2c1)[C@H](CO)N(Cc1cccc(F)c1)CC31CCN(C(=O)Cc2ccccc2)CC1,1,nt,nt,-26,-1.4,nt,-68,0.0
FC(F)(F)c1cccc(-c2nc(COc3ccc(Cl)cc3Cl)no2)c1,-2,nt,nt,-3,1.2,nt,1,0.0
CCCC#Cc1cnc2c(c1)C(=O)N([C@@H](C)CO)C[C@H](C)[C@H](CN(C)C(=O)Nc1ccccc1F)O2,4,4,-4,5,-0.6,-16,5,-0.4
Cc1cc(NC(=O)COC(=O)c2ccc(C)c(C)c2)no1,2,-5,-1,nt,0.8,-3,-4,0.1
Nc1cc(N)nc(SCc2cccc(F)c2)n1,-1,-2,65*,14,-2.4,4,-5,0.0
O=C(CNc1n[nH]c(=O)[nH]c1=O)N/N=C/c1ccccc1,4,nt,nt,0,0.3,nt,-9,0.1
CCOc1ccc(NS(=O)(=O)c2cc3c(cc2C)N(C)CCO3)cc1,3,7,5,-30,-1.0,6,10,0.0
O=C(COc1ccc(Br)cc1Cl)NC(=S)Nc1ccccn1,4,-4,50*,8,-0.8,6,3,0.0
CCC1CCCCN1S(=O)(=O)c1ccc(NC(=O)c2nc(S(C)(=O)=O)ncc2Cl)cc1 (stereo not given),1,-27,-89,72*,0.8,-4,-23,0.0
Cc1noc(C)c1NC(=O)Nc1cccc2c1O[C@H](CN(C)CC1CC1)[C@@H](C)CN([C@H](C)CO)C2=O,-2,1,-1,9,0.6,2,-1,0.0
O=C(NCC[C@@H]1CC[C@@H](NC(=O)C2CCCC2)[C@@H](CO)O1)c1cc(Cl)cc(Cl)c1,0,-3,3,-3,-3.9,8,-7,0.9
Cc1ccc(-c2nc3c(c(=O)[nH]c(=O)n3CC(C)C)n2CC(C)C)cc1[N+](=O)[O-],-6,-2,nt,-4,0.6,nt,-19,0.1
Cn1c(=O)n(C)c2cc(S(=O)(=O)N3CCCCC3)ccc21,-1,6,0,0,1.0,nt,3,0.0
COc1ccc(Cc2nc3ccc(C(=O)NC(C)C)cc3o2)cc1,1,-5,51*,nt,1.7,-3,7,0.0
